Bioassay records (PubChem)
TDP43 rescue = rescues yeast growth from TDP-43 toxicity. TDP-43 expressing yeast growth rescue, BacTiter-Glo, 24 h. Potency, µM (highest dose often 46.1 µM), for the others: at the top dose growth rescue (activation), hits mostly activators. hit rate 1.8% among 410,000. AID 652104; further: potency means the concentration at half of the fitted maximal effect; % of control where 0% means no effect; nearly all actives have a fitted effect of over 50% in size
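Luminescence from BacTiter-Glo reports growth of TDP-43-expressing yeast after 24 hr at 30 deg C with compound. Cells were raffinose-pregrown to mid-log, then seeded in galactose medium at OD600=0.02.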
FUS suppressor = rescues growth of FUS-expressing yeast. Potency, µM (titrated, usually from 76.6 µM), for inactives: top-dose growth rescue (activation), hits mostly activators. hit rate 0.24% among 390,000. AID 1347120. S. cerevisiae FUS-expressing, growth rescue, OD600, 24 h;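 further: potency means the concentration at half of the fitted maximal effect; plate controls were DMSO vehicle for no effect and reference control for full effect; nearly all actives have a fitted effect of over 55% in size; some results filed as inactive show a strong effect at the top dose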
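Cultures pregrown in 2.5% raffinose medium are shifted to minimal medium containing 2% galactose to express toxic FUS. Compounds are tested at several concentrations. After 24hr at 30C, growth is quantified at 600 nm absorbance.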
Abeta rescue = compounds reversing amyloid beta toxicity in yeast; yeast expressing A-beta42, growth rescue, OD600, 48 h; response scale: 0% DMSO, 100% iron-clioquinol control; Potency, µM (series often up to 46.1 µM), without a hit: at the top dose growth rescue, usual class: activators; hit rate 0.063% among 410,000; AID 1347071; further: potency means the concentration at half of the fitted maximal effect; nearly all actives have a fitted effect of over 55% in size
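Yeast growth medium received pinned compounds, then yeast cells expressing toxic A-beta were added; plates incubated at 30 C for 48 hr. Growth read as absorbance at 600 nm, normalized to DMSO and equimolar FeCl3 plus clioquinol controls.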
EPAC2 antagonist = antagonists of human EPAC2 | hit rate 0.18% among 360,000 | Q8WZA2 | EPAC2 GEF exchange of Rap1B-BODIPY-GDP, fluorescence | Potency, µM (titrated, usually from 114 µM), for inactives: at the highest dose activity, negative = inhibition, usual class: inhibitors | AID 720708; further: potency means the concentration at half of the fitted maximal effect; on the % scale 0 is the no-effect control and ±100 the full control effect; nearly all actives have a fitted effect of over 45% in size; many of its hits are not listed in these tables
D3 antag = D3 dopamine receptor (human) antagonism; P35462; D3R cells, DiscoveRx beta-arrestin luminescence, antagonist mode; active compounds read low; max response, negative = inhibition, %; hit rate 2.5% among 360,000; in the data active means max response below about -50%; inconclusive means no clear call, values can overlap the other calls; further: on the % scale 0 is the no-effect control and ±100 the full control effect; mostly tested at two doses, the higher about 12 µM
Target sequence (P35462 whole entry, looked up): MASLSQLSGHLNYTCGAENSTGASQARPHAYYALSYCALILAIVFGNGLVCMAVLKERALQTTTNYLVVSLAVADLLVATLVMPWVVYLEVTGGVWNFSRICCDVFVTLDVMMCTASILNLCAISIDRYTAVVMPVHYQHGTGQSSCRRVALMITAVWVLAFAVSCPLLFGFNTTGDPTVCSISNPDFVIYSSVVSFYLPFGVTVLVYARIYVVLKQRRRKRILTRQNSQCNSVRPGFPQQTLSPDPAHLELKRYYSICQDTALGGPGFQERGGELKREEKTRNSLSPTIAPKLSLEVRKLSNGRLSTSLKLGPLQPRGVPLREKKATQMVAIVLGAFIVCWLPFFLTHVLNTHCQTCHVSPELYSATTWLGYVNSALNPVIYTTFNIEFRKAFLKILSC
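Cells expressing the human receptor were seeded at 1500 cells/well, incubated overnight at 37 degrees C in 5% CO2, then exposed to library compounds with dopamine controls for 90 minutes at 37 degrees C before luminescent detection.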
EPAC2 ag = EPAC2 (human) agonism | EPAC2 activation, biochemical qHTS; response scale: 100% = 6.5 mM cAMP response | Q8WZA2 | hit rate 0.079% among 360,000 | Potency, µM (top dose mostly 154 µM), for the others: at the top dose activation, actives largely listed as activators; further: potency means the concentration at half of the fitted maximal effect; nearly all actives have a fitted effect of over 50% in size
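Setup: EPAC2 100 nM, labeled Rap1B complex 250 nM, free GDP 50 uM. Compound titrations pinned in, brief spin, 5 min room temperature incubation. Kinetic fluorescence read over 30 min, normalized to 6.5 mM cAMP.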
DRD3 agonist = agonists of human D3 dopamine receptor; D3R DiscoveRx beta-arrestin cells, luminescence, 90 min; max activation, %; P35462; hit rate 0.58% among 410,000; AID 652048; in the data active means max activation above about 30%; further: 0% is about no effect; mostly tested at two doses, the higher about 12 µM
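Agonist mode: compounds and dopamine controls were applied to plated cells for 90 min at 37 degrees C after an overnight attachment at 1500 cells/well. Luminescent read-out followed 30 - 60 minutes at room temperature with DiscoveRx detection reagent.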
aSyn yeast inh = inhibitors of alpha-synuclein toxicity in yeast. AID 652106. hit rate 0.14% among 370,000. Yeast expressing alpha-synuclein, growth rescue, BacTiter-Glo, 24 h. Potency, µM (series often up to 46.1 µM), for inactives: at the top dose growth rescue (activation), usual class: activators; further: potency means the concentration at half of the fitted maximal effect; % of control where 0% means no effect; nearly all actives have a fitted effect of over 65% in size
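Screening used galactose-induced yeast with toxic alpha-synuclein levels, exposed to compound for 24 hr at 30 deg C. Cell growth, read with BacTiter-Glo luminescence, gave the measured signal.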
Numbers without * were called inactive; ? = inconclusive; / = not tested or not shown; [ ] = dose if it differs, or a comment. Unless noted, the call rests on the fitted dose curve; in most records, active means well fitted curve in the direction sought with a large enough effect; inconclusive means small, poorly fitted or top-dose-only effect, or another doubt; inactive means no such curve, though single readings can be large; an effect the other way counts as inactive or inconclusive.

SMILES	TDP43 rescue	FUS suppressor	Abeta rescue	EPAC2 antagonist	D3 antag	EPAC2 ag	DRD3 agonist	aSyn yeast inh
CCOC(=O)C1(C)C(=O)CC2c3nc4ccccc4cc3CN2C1=O (stereo unspecified)	0%	5%	0%	9%	0	10%	-6	0%
Nc1ccc2nc(-c3ccc(Cl)cc3)[nH]c2c1	-31%[inhibitor]	3%	0%	42%[activator]	-8	10%	-7	-20%
CCOc1c(N2CCOCC2)c(=O)c1=O	4%	-7%	2%	4%	13	3%	5	3%
Cc1cccc(OCC(=O)Nc2ccccc2C(F)(F)F)c1	13%	/	2%	-13%	8	-6%	-1	4%
Cc1ccc(C)c(S(=O)(=O)c2cn(Cc3ccccc3)c3cc(F)c(F)cc3c2=O)c1	?	?	15%	/	/	/	6	/
Cn1cccc1/C=N/N1CCN(c2ccccc2)CC1	24%	-2%	-4%	-5%	6	15%	4	-6%
CCCCNC(=O)CNC(=O)c1cccs1	-15%	10%	4%	11%	12	1%	10	2%
C=C1SC(=Nc2c(C)cccc2Cl)N(C(=O)c2sc3ccccc3c2Cl)C12CCCCC2	5%	-26%	4%	7%	-22	4%	-3	-8%
COCC(C)NC(=O)Cc1ccc(Cl)cc1 (stereo unspecified)	-10%[9.22 µM]	-12%	-10%	9%	-8	-1%	1	1%
Cc1ccc2c(nc3s/c(=C/c4cccs4)c(=O)n32)c1C	-4%	?	-15%	-2%	-4	13%	-8	0%
Cc1nnc(Nc2ccc(F)cc2)c2ccccc12	7%	13%	-11%	3%	-8	-2%	3	5%
O=C1NC(=O)c2cc(NC(=O)C3CCCCC3)ccc21	-17%	-1%	1%	-2%	-22	-18%	-15	-7%
Cc1cc(NC(=O)C(Cl)c2ccccc2)no1 (stereo unspecified)	?	16%	16%	0%	17	11%	12	6%
Cc1ccc(-n2c(N)c(C(=O)NCc3cccnc3)sc2=S)cc1	-17%	5%	-5%	5%	-12	-5%	-2	-4%
Cc1ccc(OCC(=O)N(Cc2cccs2)C2CCS(=O)(=O)C2)cc1C (stereo unspecified)	-5%	1%	10%	6%	-5	3%	-14	1%
Cc1ccc(C2c3[nH]c4ccccc4c3C[C@H]3C(=O)N(c4ccccc4C(=O)N4CCC(C(=O)O)CC4)C(=O)N23)cc1 (stereo partly specified)	17%	?	-2%	4%	-12	-2%	19	6%
CCCCOc1ccc(CN2CCC(O)CC2)cc1	-9%	7%	4%	0%	-11	4%	-16	0%
CCOC(=O)c1oc2c(CN3CCN(CCO)CC3)c(O)c(CC)cc2c(=O)c1-c1nc2ccccc2s1	-1%	26%	-10%	-9%	9	3%	0	2%
CCOC(=O)c1cnc2ccc(OCC)cc2c1NCc1cccnc1	-15%	13%	-6%	23%	11	3%	-7	-3%
CC(C)Cn1c(-c2ccccc2Cl)nc2ccccc21	7%	31%	-7%	/	/	/	6	/

Rewritten in markdown: 5 of the compounds above.
| Molecule | TDP43 rescue | FUS suppressor | Abeta rescue | EPAC2 antagonist | D3 antag | EPAC2 ag | DRD3 agonist | aSyn yeast inh |
| --- | --- | --- | --- | --- | --- | --- | --- | --- |
| Cc1ccc(C2c3[nH]c4ccccc4c3C[C@H]3C(=O)N(c4ccccc4C(=O)N4CCC(C(=O)O)CC4)C(=O)N23)cc1 (stereo partly specified) | 17% | ? | -2% | 4% | -12 | -2% | 19 | 6% |
| CCCCOc1ccc(CN2CCC(O)CC2)cc1 | -9% | 7% | 4% | 0% | -11 | 4% | -16 | 0% |
| CCOC(=O)c1oc2c(CN3CCN(CCO)CC3)c(O)c(CC)cc2c(=O)c1-c1nc2ccccc2s1 | -1% | 26% | -10% | -9% | 9 | 3% | 0 | 2% |
| CCOC(=O)c1cnc2ccc(OCC)cc2c1NCc1cccnc1 | -15% | 13% | -6% | 23% | 11 | 3% | -7 | -3% |
| CC(C)Cn1c(-c2ccccc2Cl)nc2ccccc21 | 7% | 31% | -7% | / | / | / | 6 | / |

Next section:
SMILES	TDP43 rescue	FUS suppressor	Abeta rescue	EPAC2 antagonist	D3 antag	EPAC2 ag	DRD3 agonist	aSyn yeast inh
Cc1c(O)ccc2c3c(c(=O)oc12)CCCC3	28%	17%	7%	-1%	12	-8%	1	6%
CCOc1ccc(NC(=O)c2cnn(-c3ccccc3)c2-n2cccc2)cc1	-10%[9.22 µM]	-8%	-7%	/	/	/	9	/
CCC(=O)N(CCc1ccccc1C)Cc1cc2ccc(C)cc2[nH]c1=O	12%	-9%	7%	25%	2	1%	12	0%
NCCCC[C@H](NC(=O)C1CCNCC1)c1nnc([C@@H](N)Cc2ccc(O)cc2)o1	4%	-16%	3%	5%	0	6%	14	-9%
Cc1ccc(NC(=O)C2CCN(S(=O)(=O)c3ccc4c(c3)NC(=O)CO4)CC2)cc1	10%	-5%	0%	0%	2	0%	6	0%
Cc1ccc(SCCC(=O)NC(C)(C)C)cc1	8%	-16%	19%	6%	1	-11%	2	3%
C/C(=N\NC(=O)c1ccc(COc2ccccc2)cc1)c1ccncc1	-11%	12%	-2%	-6%	3	1%	5	-3%
CCCCNC(=O)CSc1nc2ccccc2n1S(=O)(=O)c1ccc(Br)cc1	6%	0%	-8%	10%	-8	3%	2	-5%
CC12CCC(O)CC1=CCC1C2CCC2(C)C3=NN=CC3CC12 (stereo unspecified)	16µM*	23%	-23%	-29%	136	-7%	23	?
CCSc1nnc(NC(=O)c2ccccc2C)s1	11µM*	8%	14%	-6%	-19	-10%	-5	-9%
COC(=O)c1cccc(NC(=O)CCCOc2ccccc2)c1	0%	41%	-56%[inhibitor]	-19%	-12	15%	3	1%
Cc1cnc(=O)[nH]c1SCc1ccc([N+](=O)[O-])cc1	24%	-33%	-8%	-1%	-2	16%	-1	0%
CC(=O)c1cc(Cl)ccc1OCc1cccc(S(=O)(=O)N2CCOCC2)c1	?	17%	6%	-2%	4	10%	3	8%
O=C(N/N=C/c1ccncc1)NC12CC3CC(CC(C3)C1)C2	15%	-19%	-10%	-27%	1	9%	-2	-8%
CCOC(=O)c1ccccc1NC(=O)N1CCn2c(C)ccc2C1CC (stereo unspecified)	-6%	1%	-9%	-6%	?	0%	8	4%
Cc1cccc(NS(=O)(=O)c2ccc3[nH]c(=O)oc3c2)c1C	0%	14%	-2%	9%	-1	1%	-14	-26%
COc1ccc(-n2c(SC3CCOC3=O)nc3ccccc3c2=O)cc1Cl (stereo unspecified)	11%	41%	7%	-26%	3	5%	2	-1%
CCn1c(Cc2ccccc2)nnc1SC(C)C(=O)NC1CC1 (stereo unspecified)	3%	4%	-4%	6%	-8	-6%	4	-4%
COc1ccccc1NS(=O)(=O)c1cc(NC(=O)C2CCCO2)ccc1C (stereo unspecified)	-7%	23%	4%	-7%	-4	4%	-9	-4%
C#CCOCCOCCOCCNc1nc(N2CCN(C(=O)[C@H](CCCCN)n3cc(C(N)CC(C)C)nn3)CC2)nc(N2CCN(C(=O)[C@H](CCC(=O)O)n3cc(C(N)[C@H](C)CC)nn3)CC2)n1 (stereo partly specified)	0%	16%	-7%	10%	13	9%	12	4%
COc1ccc(C(CNC(=O)C(C)(C)Oc2ccc(Cl)cc2)N2CCOCC2)cc1 (stereo unspecified)	14%	-7%	17%	0%	-75*	-4%	-28	1%
O=C(COc1ccccc1)Nn1cnc2ccccc21	-13%	-8%	4%	-4%	-10	2%	7	-4%
COC(=O)c1ccc2nc(C3CCCCC3)c(Cc3cccc(Cl)c3)n2c1	?	20%	-15%	?	9	10%	-4	?
COC(=O)C1(C)Nc2ccccc2C(=O)N1c1ccccc1OC (stereo unspecified)	6%	-26%	3%	8%	9	6%	0	-1%
COc1ccc(C(=O)N(Cc2ccc(N(C)C)cc2)Cc2ccco2)cc1Cl	-7%	27%	16%	/	/	/	2	/
COC(=O)c1cc(NC(=O)c2cc(C)oc2C)cc(C(=O)OC)c1	-6%	17%	-10%	-5%	6	1%	-3	6%
O=C(Nc1ccccc1)C1=C[C@@H](c2coc3ccccc3c2=O)C[C@@H](OCc2ccc(CO)cc2)O1	13%	40%	-16%	-1%	0	16%	-8	-1%
O=C(Nc1cccc(S(=O)(=O)N2CCCCC2)c1)C1=NN(c2ccccc2)C(=O)CC1	-9%	19%	-20%	3%	-10	17%	-6	-2%
O=C(NNC(=S)NC(=O)c1ccccc1[N+](=O)[O-])c1ccccc1[N+](=O)[O-]	-1%	18%	15%	-5%	-17	16%	1	5%
CC(C)c1ccccc1-n1c(SCC(=O)N2CCN(c3ccccc3)CC2)nnc1-c1cccnc1	-2%	32%	3%	-6%[57.1 µM]	-4	0%	1	-6%
COc1ccc(NC(=O)Nc2ccc3c(c2)CC(=O)N([C@H](C)CO)C[C@@H](C)[C@H](CN(C)C(=O)Nc2ccccc2)O3)cc1	-2%	?	-7%	-7%	0	4%	-33	-2%
O=C(COC(=O)c1ccc([N+](=O)[O-])cc1Cl)Nc1cccnc1Cl	8%	-41%	2%	-5%	?	3%	-5	-9%
O=C(O)c1cccc(-c2ccc(/C=N/n3cnnc3)o2)c1	20%	-26%	0%	21%	0	4%	1	-3%
O=c1[nH]c2ccccc2nc1C(F)(F)F	-18%	7%	-8%	2%	16	9%	-1	5%
COC(=O)N1CCCCC1c1cc(C(=O)Nc2ccccc2Cl)no1 (stereo unspecified)	28%	15%	22%	8%	?	15%	0	-10%
CCOC(=O)C1CCN(C(=O)COC(=O)CNC(=O)c2ccc(C(C)(C)C)cc2)CC1	-17%	22%	-39%[inhibitor]	-6%	5	-3%	2	5%
Clc1ccc(-c2csc(N3CCc4ccccc4C3)n2)cc1	-5%	-5%	2%	6%	3	1%	0	-8%
CN1C(=O)/C(=C2\SC(=S)N(NC(=O)c3cccnc3)C2=O)c2ccccc21	?	15%	-18%	6%	-22	0%	-1	-10%
CC(C)CCNC(=O)c1c(CSc2ccc(Cl)cc2)noc1C(=O)NCc1ccccc1	15%	-28%	9%	-13%	-7	8%	-7	5%
CC(C)c1c(C#N)c(N)nc(SCC(=O)c2cc3ccccc3oc2=O)c1C#N	-11%	?	27%	7%	13	-9%	4	-5%
COc1ccc(CNC(=O)CSCc2cnn(-c3ccccc3)c2-n2cccc2)cc1OC	0%	41%	6%	/	/	/	10	/
Cc1ccc(CNC(=O)c2ccc(Cn3cc(-c4ccc(C)cc4)nc3-c3ccncc3)cc2)cc1	0%	-6%	6%	4%	-16	10%	-3	1%
Cc1ccccc1NC(=O)CNc1ccc(Cl)c(C(F)(F)F)c1	?	/	?	-12%	0	-3%	2	12%
Cc1cc(C)nc(NC(=O)Cc2ccc(Cl)cc2)c1	18µM*	-4%	21%	-1%	-1	8%	0	-7%

The list is partial; the hit share may differ from the screen's.
